# tuberculosis growth: growth inhibition of non-replicating M. tuberculosis (AID 488890); 0.39% of 320,000 active; one-dose inhibition, % at 25 µM; IC50 in µM for titrated hits; Mycobacterium tuberculosis non-replicating, growth inhibition; higher % means a stronger effect; in the data active = a potency from the dose series; inconclusive = inhibition mostly from about 82% at the one dose, without a potency; inactive = the rest, 99 in 100 with inhibition below about 76%;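 note: plate controls were DMSO cells for no effect and high antibiotic wells for full effect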
# influenza NS1A: H1N1 influenza NS1A inhibitors, functional cell based assay (AID 504329) | one-dose inhibition, % at 12.5 µM; IC50 in µM for titrated hits | 0.3% of 340,000 active | NS1A functional cell-based assay, percent inhibition; higher % means a stronger effect; in the data active = a potency from the dose series; inconclusive = inhibition above about 27% without an active follow-up result; note: strong numbers were not always called active
# inhibitors of VEEV: inhibitors of VEEV TC-83 cytopathic effect, confirmation, Vero cells (AID 588727) | Vero cells, VEEV TC-83 cytopathic effect inhibition; higher % means a stronger effect | inhibition, % at 20 µM; hits with a dose series show IC50 in µM | 0.13% of 350,000 active; in the data active = a potency from the dose series; inconclusive = inhibition mostly from about 14% at the one dose, without a potency; inactive = the rest, 99 in 100 with inhibition below about 12%; note: strong numbers were not always called active
# Salmonella PhoP GFP: Inhibition of PhoP regulon, Salmonella typhi GFP reporter cells, confirmation, 4 h (AID 1850). Salmonella Typhi PhoP-promoter GFP reporter, fluorescence, 4 h; higher % means a stronger effect. inhibition, % at 50 µM; hits with a dose series show IC50 in µM. 0.33% of 310,000 active; in the data active = a potency from the dose series; inconclusive = inhibition mostly from about 25% at the one dose, without a potency; inactive = the rest, 99 in 100 with inhibition below about 19%;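 note: 0% = induced wells with vehicle and 100% = uninduced wells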
# H37Rv inhibition: M. tuberculosis growth inhibition, HTS (AID 449762); 0.59% of 330,000 active; inhibition, % at 25 µM; hits with a dose series show IC50 in µM; M. tuberculosis H37Rv growth inhibition, 7H9 media; higher % means a stronger effect; in the data active = a potency from the dose series; inconclusive = inhibition above about 70% without an active follow-up result;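 note: bacterial growth assessed after seven days of incubation; strong numbers were not always called active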
# inhibitors of VEEV 10K pilot screen: recorded beside inhibitors of VEEV, whose call it bears; inhibition, %; measured here: 10K pilot screen inhibition
# Starred values were filed as active, the others as inactive; i = inactive; ? = inconclusive; . = not tested or not shown.
SMILES,tuberculosis growth,influenza NS1A,inhibitors of VEEV,Salmonella PhoP GFP,H37Rv inhibition,others
Cc1ccc2c(c1)-c1c(ssc1=S)C(C)(C)N2C(=O)CSC1=NCCS1,12%,25µM*,i,-9%,-9%,
COc1ccc(CCC2(C)NC(=O)NC2=O)cc1 (stereo unspecified),-6%,1%,i,-12%,-6%,
CCCNc1cc(C)oc(=O)c1C(=O)CCC,21%,2%,0.9%,-13%,33%,
COc1ccc(C(O)CNC(C)C)c(F)c1OC (stereo unspecified),-4%,-11%,1.1%,-17%,-9%,inhibitors of VEEV 10K pilot screen=0.5
c1ccc(C2=NN(c3ccccc3)C(c3ccco3)C2)cc1 (stereo unspecified),7%,-10%,0.3%,6%,5%,inhibitors of VEEV 10K pilot screen=0.3
CCCCC(=O)Nc1nnc(/C=C/c2ccc(OC)cc2)s1,15%,4%,2.7%,-3%,8%,
CC(C)(C)c1ccc(CN2C(=O)CSC2=O)cc1,22%,11%,1.1%,-5%,3%,
NCCCNC(=O)Cn1c(=O)c2c3c(sc2n(Cc2ccccc2)c1=O)CCCC3,52%,>100µM*,0.2%,2%,-14%,
O=C(NCC1CCCO1)c1nn2c(C(F)(F)F)cc(-c3cccs3)nc2c1Br (stereo unspecified),9%,1%,0.8%,17%,5%,
COc1ccc(C(=O)OCC(=O)Nc2c(C)cccc2C)c(OC)c1OC,-8%,6%,i,6%,-4%,
CNC(=S)N/N=C1\C(=O)c2cccc3cccc1c23,-11%,18%,11%,8%,16%,
COC(=O)C1(S(=O)(=O)c2cccc3nsnc23)CC1,-3%,-3%,0.8%,-4%,0%,
CC(C)(C)OC(=O)NCc1ccc(CNC(=O)c2nc[nH]c2C(=O)NCc2ccc(CNC(=O)OC(C)(C)C)cc2)cc1,1%,1%,8.5%,.,-2%,
CC(=O)Nc1ccccc1C(=O)OCC(=O)c1ccccc1Cl,48%,1%,i,-4%,13%,inhibitors of VEEV 10K pilot screen=0.2
CCOC(=O)CC1(c2ccc(OC)c(OC)c2)C(=O)c2ccccc2C1=O,-16%,-5%,1.2%,5%,-2%,
O=C(N/N=C/c1coc2ccccc2c1=O)c1cc(O)cc(O)c1,.,8%,3.9%,.,.,
CCOc1ccc(S(=O)(=O)N2CCN(C(=O)CCOc3ccccc3C)CC2)cc1,10%,-5%,5.9%,3%,-7%,
O=c1cc(-c2ccc(O)cc2)oc2c(O)c(O)c(O)c(O)c12,-1%,-5%,i,36µM*,-8%,
Cc1cccn2c(=O)c(C=O)c(N3CCN(C)CC3)nc12,4%,4%,0.7%,-3%,-2%,
Cc1ccc(N(CCC#N)C(=O)COC(=O)C2CCN(S(=O)(=O)c3ccc(C)c(C)c3)CC2)cc1,10%,-4%,5.0%,-1%,0%,
O=C(CSc1nnc2sc3ccccc3n12)NCc1ccc2c(c1)OCO2,.,-1%,1.7%,-8%,-6%,
Cc1c(NS(=O)(=O)c2cccc(C(=O)N3CCC(C(N)=O)CC3)c2)c(=O)n(-c2ccccc2)n1C,1%,-1%,2.3%,.,-3%,
Cc1cc(Cn2nc(-c3ccccc3)cc2C(=O)NCc2cccc(C(F)(F)F)c2)on1,-30%,11%,0.3%,7%,2%,
COc1ccc(CN(C)C2CCCCC2)c(C)c1C,2%,0%,i,-5%,-9%,
COc1ccc(Nc2nccc(N(C)C)c2C#N)cc1,-10%,.,i,0%,-2%,
NC(=O)c1nc(C(=O)N2CCCCC2)c2ccccc2n1,-6%,8%,0.1%,.,-6%,
COc1cccc(/C=C2/Oc3ccccc3N(CC(=O)NCC3CCCO3)C2=O)c1 (stereo unspecified),-7%,-1%,1.6%,-11%,-2%,
Cc1ccc(C)c(NC(=O)COC(=O)CCCN=C2NS(=O)(=O)c3ccccc32)c1,2%,0%,0.8%,-5%,-2%,
Cc1onc(-c2ccccc2)c1-c1ccc(S(N)(=O)=O)cc1,-1%,-1%,0.9%,1%,15%,
COc1ccc(C(=O)NC(=S)N2CCN(C)CC2)cc1Br,22%,-16%,0.3%,6%,-2%,
COc1ccc(OC)c(NC(=O)c2sc3ncnc(N4CCN(c5ccccn5)CC4)c3c2C)c1,-8%,10%,0.3%,10%,14%,
O=C(O)CCn1c(CO)nc2ccccc21,-5%,9%,0.5%,3%,-3%,
CCOC(=O)c1c(NC(=O)COC(=O)Cc2n[nH]c(=O)c3ccccc23)sc(C(=O)N(C)C)c1C,-7%,-4%,2.9%,3%,-1%,
COc1ccc(Cl)cc1Nc1nc(-c2sc(NC(=O)c3ccccc3)nc2C)cs1,-1%,.,.,-7%,7%,
NS(=O)(=O)c1ccc(CNc2nc(-c3cccnc3)nc3ccccc23)cc1,9%,-15%,12%,4%,0%,
Cc1cccc(CSC2=NCCN2S(=O)(=O)c2ccc(F)cc2)c1,61%,0%,5.5%,4%,14%,
CCOC(=O)c1ccc2[nH]c3c(c2c1)CCCC3,67%,-5%,2.4%,2%,13%,
CCN(CC)c1nc(OCCNC(=O)Nc2ccccc2)nc(N(CC)CC)n1,47%,4%,4.1%,-5%,-6%,
COc1cc(/C=N/c2oc(-c3ccccc3)cc2C#N)ccc1O,17%,4%,5.7%,-18%,-2%,
CCOC(=O)C1CCN(/C=C2/C(=O)NC(=S)N(c3ccccc3F)C2=O)CC1,-10%,-4%,0.7%,-7%,-1%,
COc1cc(/C=C/C(=O)O)ccc1S(=O)(=O)N1CCCc2ccccc21,2%,8%,0.2%,-7%,10%,
COc1ccc(C(=O)N/C(=C\c2cn(C)c3ccccc23)C(=O)N2CCOCC2)cc1,18%,2%,i,-5%,-5%,
CCC1(CC)NC(=O)N(CC(=O)OCn2nnc3ccccc3c2=O)C1=O,-13%,5%,3.8%,0%,-2%,
FC(F)(F)c1cccc(Nc2ncnc3ccccc23)c1,9%,4%,3.8%,3%,6%,
CCOC(=O)C1=C(C(=O)OCC)N(CC2CCCCC2)CCC1=O,.,-12%,0.3%,.,.,
Cc1ccccc1NC1=CC(=O)CC(C)(C)C1,4%,26%,4.8%,-15%,1%,
CCCCCC(=O)N1CCN(c2ccc(C(C)=O)cc2F)CC1,66%,-1%,1.2%,4%,1%,
COc1ccccc1CN1C(=O)CNC1=S,-18%,-1%,0.3%,12%,5%,
COCCNc1oc(-c2ccc(Cl)cc2)nc1C#N,.,12%,2.9%,0%,.,
CCOC(=O)c1ccc(S(=O)(=O)N2CCN(C(=O)CSc3nc4ccccc4o3)CC2)cc1,27%,1%,2.1%,1%,-4%,
O=S(=O)(Nc1ccc(N=Nc2ccc(O)c3ccccc23)cc1)c1ccccc1,7%,5%,8.0%,1%,3%,
CC(OC(=O)c1ccc(S(=O)(=O)N2CCCCC2)cc1)C(=O)NC1CCCCC1C (stereo unspecified),13%,-7%,0.8%,-5%,-13%,
O=C(CCN1C(=O)/C(=C/c2ccccc2Cl)SC1=S)Nc1ccccn1,73%,11%,0.6%,-11%,?,
COc1ccccc1NC(=O)Cn1c(=O)n(C)c(=O)c2sc3c(c21)COC(C)(C)C3,24%,6%,1.4%,3%,9%,
CCN(C[C@H]1N[C@@](C)(C(=O)OC)[C@H]2C(=O)N(C)C(=O)[C@@H]12)S(=O)(=O)c1ccc(C(F)(F)F)cc1,3%,-8%,i,.,4%,
Cc1ccc(-c2ccc(C(=O)Nc3cccc(F)c3)o2)c2ccccc12,?,-14%,8.6%,-14%,62%,
COc1ccc(C(=O)Nc2cccc(C(=O)Nc3cc(C)ccn3)c2)cc1,.,-3%,6.3%,.,.,
O=C(NCCc1c[nH]c2ccccc12)c1cnc2n(c1=O)CCS2,.,-1%,0.2%,-3%,-1%,
Cc1cc(C(=O)OCCN2C(=O)c3ccccc3C2=O)c2ccccc2n1,18%,2%,i,-14%,2%,
Cc1cccc(N(CC(=O)NC2CCCCC2)C(=O)c2csnn2)c1,11%,8%,1.2%,-1%,-4%,
# Other records
SMILES,tuberculosis growth,influenza NS1A,inhibitors of VEEV,Salmonella PhoP GFP,H37Rv inhibition,others
Cc1cc(C(=O)N2CCN(c3ccccn3)CC2)no1,3%,6%,3.7%,-2%,-3%,
CCOC(=O)N1CCN(S(=O)(=O)c2ccc(C(=O)N(CCN(CC)CC)c3nc4ccc(C)cc4s3)cc2)CC1,3%,-5%,1.8%,-6%,-3%,
COc1cccc(C(=O)NCC2CCN(c3ccc(S(=O)(=O)N4CCOCC4)cc3)CC2)c1,-8%,3%,0.7%,-4%,-14%,
COc1ccc(CN2C(=O)c3ccccc3C2=O)cc1,?,-76%,i,5%,-5%,
CN(C(=O)COC(=O)CCC1CCCCC1)c1c(N)n(Cc2ccccc2)c(=O)[nH]c1=O,-7%,-6%,1.5%,-5%,0%,
O=C(COC(=O)c1cncc(Br)c1)NCC1CCCO1 (stereo unspecified),4%,6%,7.6%,-2%,-6%,
CS(=O)(=O)N1CCN(Cc2ccc(C(F)(F)F)cc2)CC1,6%,-5%,4.6%,3%,-4%,
O=C(CCCN1C(=O)/C(=C/c2cccs2)SC1=S)NNC(=O)c1ccncc1,11%,9%,2.0%,-4%,?,
O=C(Cc1cccs1)NCc1ccc(F)cc1,-8%,4%,2.2%,0%,-1%,
CCOc1ccc(C(C)=O)cc1CSc1nnc(-c2cccs2)n1CC1CCCO1 (stereo unspecified),70%,2%,5.4%,2%,6%,
O=C(Nc1nc2ccc(Cl)cc2s1)C1CC1,11%,-15%,9.1%,-4%,8%,
C=CCSc1nc(C)c(CC(=O)OCCCC)c(=O)[nH]1,11%,-8%,1.9%,2%,-1%,
Cc1ccc(NS(=O)(=O)c2cc(C(=O)NCc3cccnc3)ccc2C)cc1,-2%,-9%,5.3%,-9%,-3%,
CN(C)c1ccc(C(=O)OCc2ccccc2)cc1,47%,9%,3.3%,4%,-3%,
O=C(C1=COCCO1)N1CCN(S(=O)(=O)c2cccc(Cl)c2Cl)CC1,6%,2%,0.9%,0%,-2%,
Cc1ccc(NC(=O)CSc2nnc(-c3cnccn3)n2-c2ccccc2)cc1,1%,6%,2.9%,-6%,0%,
CCCCn1c(N)c(N(CC(C)C)C(=O)C2CCN(S(=O)(=O)c3ccc(Cl)cc3)CC2)c(=O)[nH]c1=O,16%,-11%,10%,-1%,?,
O=C(COC(=O)c1cc2ccccc2oc1=O)c1cccc([N+](=O)[O-])c1,9%,-7%,1.1%,6%,-3%,
O=C(OCC(=O)N1CCCC1)c1cc([N+](=O)[O-])ccc1Cl,.,12%,0.5%,5%,24%,
COC(=O)CCC(=O)N1CCc2cc(S(=O)(=O)N3CCN(c4ccccc4Cl)CC3)ccc21,.,-3%,3.1%,.,.,
N#Cc1sc2nc(-c3cccs3)cc(-c3ccc(F)cc3)c2c1N,1%,-5%,1.2%,-5%,1%,
O=C(c1cccc(F)c1)N1CCN(C(=O)c2cc3nc(-c4ccco4)cc(C(F)(F)F)n3n2)CC1,-5%,11%,7.2%,-3%,-1%,
CC(C)CN1CCC(=O)N(CCC#N)CC1,13%,14%,i,12%,-10%,
COc1ccc2cc(C[C@@H]3CC[C@@H](CO)O3)ccc2c1,.,-1%,0.7%,.,.,
Cc1cc(C(=O)N/N=C/C(Cl)=C/c2ccccc2)c(C)o1,7%,-11%,7.9%,-11%,3%,
CC(=O)c1ccc(NC(=S)NC(=O)/C=C/c2ccc(F)cc2)cc1,?,-8%,1.0%,-11%,6%,
CCn1c(SCC(=O)c2ccc(Br)cc2)nnc1C(C)NC(=O)Cc1ccc(OC)cc1 (stereo unspecified),-9%,20%,1.7%,10%,4%,
COc1cnc(-c2ccccn2)nc1Sc1ccc(C)cc1,?,1%,8.0%,2%,?,
O=C(NCc1ccccc1Cl)C1CCCN1S(=O)(=O)c1ccccc1F (stereo unspecified),-8%,3%,i,1%,-6%,

# Structural class, the compounds so far with a CF3 group (6)
SMILES,tuberculosis growth,influenza NS1A,inhibitors of VEEV,Salmonella PhoP GFP,H37Rv inhibition,others
O=C(NCC1CCCO1)c1nn2c(C(F)(F)F)cc(-c3cccs3)nc2c1Br (stereo unspecified),9%,1%,0.8%,17%,5%,
Cc1cc(Cn2nc(-c3ccccc3)cc2C(=O)NCc2cccc(C(F)(F)F)c2)on1,-30%,11%,0.3%,7%,2%,
FC(F)(F)c1cccc(Nc2ncnc3ccccc23)c1,9%,4%,3.8%,3%,6%,
CCN(C[C@H]1N[C@@](C)(C(=O)OC)[C@H]2C(=O)N(C)C(=O)[C@@H]12)S(=O)(=O)c1ccc(C(F)(F)F)cc1,3%,-8%,i,.,4%,
CS(=O)(=O)N1CCN(Cc2ccc(C(F)(F)F)cc2)CC1,6%,-5%,4.6%,3%,-4%,
O=C(c1cccc(F)c1)N1CCN(C(=O)c2cc3nc(-c4ccco4)cc(C(F)(F)F)n3n2)CC1,-5%,11%,7.2%,-3%,-1%,

# Assay outcomes as filed in PubChem.
